mHTT CaM bind = mutant huntingtin-calmodulin interaction inhibitors – biochemical, AlphaScreen, primary screen; actives 3.6% (n = 190,000); inhibition, % at 15 µM; AlphaScreen His-mHTT/GST-CaM binding, luminescence; AID 1671202, 2021;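 note: 0% = both proteins with DMSO and 100% = one protein alone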
Target sequence (P42858 whole entry, looked up, stated change not applied): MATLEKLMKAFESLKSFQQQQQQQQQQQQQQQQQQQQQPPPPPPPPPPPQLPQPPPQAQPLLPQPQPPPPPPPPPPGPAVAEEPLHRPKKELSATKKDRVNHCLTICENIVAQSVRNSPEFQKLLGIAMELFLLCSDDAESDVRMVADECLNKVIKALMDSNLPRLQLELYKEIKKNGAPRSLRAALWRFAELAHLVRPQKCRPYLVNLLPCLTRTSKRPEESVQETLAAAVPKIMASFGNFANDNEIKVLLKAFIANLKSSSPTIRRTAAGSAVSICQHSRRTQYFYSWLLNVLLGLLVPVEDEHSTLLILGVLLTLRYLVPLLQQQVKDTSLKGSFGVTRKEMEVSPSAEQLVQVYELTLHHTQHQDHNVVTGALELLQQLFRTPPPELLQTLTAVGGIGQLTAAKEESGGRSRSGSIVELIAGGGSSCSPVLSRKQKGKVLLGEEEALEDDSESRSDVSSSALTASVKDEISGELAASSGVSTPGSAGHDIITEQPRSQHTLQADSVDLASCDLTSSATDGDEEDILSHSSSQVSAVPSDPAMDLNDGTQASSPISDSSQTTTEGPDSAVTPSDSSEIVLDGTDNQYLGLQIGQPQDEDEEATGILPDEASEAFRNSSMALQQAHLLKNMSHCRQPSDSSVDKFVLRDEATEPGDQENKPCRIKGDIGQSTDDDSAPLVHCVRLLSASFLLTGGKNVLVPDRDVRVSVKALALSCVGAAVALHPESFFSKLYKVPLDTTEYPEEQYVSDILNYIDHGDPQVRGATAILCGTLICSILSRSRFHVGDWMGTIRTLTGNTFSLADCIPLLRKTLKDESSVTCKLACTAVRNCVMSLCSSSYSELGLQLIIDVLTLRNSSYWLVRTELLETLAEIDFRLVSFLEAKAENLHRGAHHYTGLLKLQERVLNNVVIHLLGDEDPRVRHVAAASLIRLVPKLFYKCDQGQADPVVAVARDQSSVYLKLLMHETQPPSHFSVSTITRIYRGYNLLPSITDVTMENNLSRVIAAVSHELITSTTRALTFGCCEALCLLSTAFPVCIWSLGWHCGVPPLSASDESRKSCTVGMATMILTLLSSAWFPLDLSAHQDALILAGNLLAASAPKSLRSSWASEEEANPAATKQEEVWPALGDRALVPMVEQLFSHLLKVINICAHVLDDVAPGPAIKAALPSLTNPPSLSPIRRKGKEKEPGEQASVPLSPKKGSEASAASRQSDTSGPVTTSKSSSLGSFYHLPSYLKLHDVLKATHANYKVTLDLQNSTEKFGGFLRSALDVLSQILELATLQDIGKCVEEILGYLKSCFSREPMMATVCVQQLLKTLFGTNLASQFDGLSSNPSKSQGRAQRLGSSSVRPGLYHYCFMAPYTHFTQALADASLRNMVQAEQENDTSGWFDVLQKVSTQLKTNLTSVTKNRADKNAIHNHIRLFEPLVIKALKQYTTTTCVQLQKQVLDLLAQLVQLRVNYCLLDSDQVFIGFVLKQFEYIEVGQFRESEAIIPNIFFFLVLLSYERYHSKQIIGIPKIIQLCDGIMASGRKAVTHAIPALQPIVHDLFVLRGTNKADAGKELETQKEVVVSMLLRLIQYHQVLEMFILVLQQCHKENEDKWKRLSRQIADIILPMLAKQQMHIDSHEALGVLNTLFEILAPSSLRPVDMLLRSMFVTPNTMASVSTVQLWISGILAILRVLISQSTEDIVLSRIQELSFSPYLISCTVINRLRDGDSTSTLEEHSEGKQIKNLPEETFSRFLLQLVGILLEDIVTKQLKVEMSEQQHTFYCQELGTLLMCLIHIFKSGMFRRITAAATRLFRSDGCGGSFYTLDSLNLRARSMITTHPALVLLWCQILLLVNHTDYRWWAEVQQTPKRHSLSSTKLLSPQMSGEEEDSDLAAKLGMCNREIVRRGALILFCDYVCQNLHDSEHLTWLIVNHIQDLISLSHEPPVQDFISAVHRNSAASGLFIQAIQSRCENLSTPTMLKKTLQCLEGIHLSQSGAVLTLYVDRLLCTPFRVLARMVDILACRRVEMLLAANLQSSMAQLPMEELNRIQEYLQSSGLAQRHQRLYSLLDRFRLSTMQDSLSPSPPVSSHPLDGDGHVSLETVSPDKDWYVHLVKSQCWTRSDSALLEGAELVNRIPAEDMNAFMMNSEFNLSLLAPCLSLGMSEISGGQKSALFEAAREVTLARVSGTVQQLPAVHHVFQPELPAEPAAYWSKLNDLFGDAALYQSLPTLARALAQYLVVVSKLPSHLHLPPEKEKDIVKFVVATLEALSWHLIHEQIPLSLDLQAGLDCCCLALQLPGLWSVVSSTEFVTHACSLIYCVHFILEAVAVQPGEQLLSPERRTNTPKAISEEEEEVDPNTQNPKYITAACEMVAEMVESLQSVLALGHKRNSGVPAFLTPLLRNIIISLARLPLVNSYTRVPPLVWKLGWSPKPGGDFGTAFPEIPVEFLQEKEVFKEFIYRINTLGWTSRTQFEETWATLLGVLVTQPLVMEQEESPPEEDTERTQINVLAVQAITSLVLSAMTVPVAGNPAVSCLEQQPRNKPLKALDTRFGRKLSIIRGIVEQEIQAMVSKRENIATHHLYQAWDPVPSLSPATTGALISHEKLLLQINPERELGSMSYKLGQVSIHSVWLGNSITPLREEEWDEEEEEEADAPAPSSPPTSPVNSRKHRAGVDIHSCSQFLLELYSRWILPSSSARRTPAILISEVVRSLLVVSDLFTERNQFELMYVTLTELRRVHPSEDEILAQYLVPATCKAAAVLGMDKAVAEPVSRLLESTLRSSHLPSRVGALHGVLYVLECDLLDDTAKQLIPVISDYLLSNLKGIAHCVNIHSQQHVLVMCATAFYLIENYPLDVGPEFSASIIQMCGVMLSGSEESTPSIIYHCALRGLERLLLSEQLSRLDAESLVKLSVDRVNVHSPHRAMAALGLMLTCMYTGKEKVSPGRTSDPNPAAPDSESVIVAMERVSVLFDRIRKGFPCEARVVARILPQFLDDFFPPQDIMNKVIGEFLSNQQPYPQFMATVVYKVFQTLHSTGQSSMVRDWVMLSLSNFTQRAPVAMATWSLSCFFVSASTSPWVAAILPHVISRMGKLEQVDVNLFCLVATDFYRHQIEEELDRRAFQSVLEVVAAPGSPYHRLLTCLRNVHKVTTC
Pf apPOL inh = Pf-apPOL inhibitors, biochemical, fluorescence | Recombinant Pf-apPOL, molecular beacon fluorescence, 1.5 h | inhibition, % at 10 µM | actives 0.25% (n = 210,000)
Active calls of the source: *; . = not tested or not shown; & = joins results of further samples. Cut-off read from the data, not from the text of the source: active = inhibition above about 50%; inactive = the rest.

Start of the listing, in advance, 18 compounds:
SMILES | mHTT CaM bind | Pf apPOL inh
O=C(CN1CCCC1)N1N=C(c2cccc(F)c2)CC1c1ccc2c(c1)OCO2 (configuration not stated) | 98* | -4
CC1=C(C#N)C(=O)NC(=O)/C1=C\c1ccc(-c2cccc([N+](=O)[O-])c2)o1 | 31 | -3
CCN(CC)C(c1ccc(F)cc1)c1c(O)[nH]c(=O)[nH]c1=O (configuration not stated) | -2 | -2
CN(C)CCOc1ccc([N+](=O)[O-])cc1 | -3 | -2
COc1cc([N+](=O)[O-])ccc1NC(=O)c1c(-c2c(Cl)cccc2Cl)noc1C | 1&7 | 0&-2
CC(C)(C)C1=CC(=Nc2ccccc2N)C=C(C(C)(C)C)C1O (configuration not stated) | 97* | 9
O=C(C1CCN(c2cncnc2N2CCCC2)CC1)N1CCCCC1 | 4 | -7
COC(=O)[C@H](CC(C)C)N(CCCc1cn(CC2CCCCC2)nn1)S(=O)(=O)c1ccccc1Br | -2 | -6
Cc1ccc(OCCCCn2ccnc2C)c(C)c1 | 8 | 4
CC(C)c1cccc(NC(=O)C2CCCN(c3nccnc3Oc3ccccc3)C2)c1 (configuration not stated) | -3 | 2
Clc1ccc(-c2ccon2)c(Cl)c1 | . | -22
CC(=O)C1=C(O)C(=O)N(c2ccccn2)C1c1ccc(Br)cc1 (configuration not stated) | 6 | 8
COC(=O)COc1ccc2c(-c3cc4cc(Br)ccc4oc3=O)cc(=O)oc2c1 | 0 | -4
COc1ccc2oc(=O)c(C(=O)OC(C)C)cc2c1 | -1 | -1
CCCC1(C)N=C(c2ccc3c(c2)OCO3)CC(c2ccccc2O)N1 (configuration not stated) | 84* | -8
CC(C)c1ccc(C=C2Oc3c(ccc(O)c3CN3CCOCC3)C2=O)cc1 | 10 | -14
O=C(Nc1ccc(C(=O)N2CCOCC2)cc1)C1COc2ccccc2O1 (configuration not stated) | 2 | -11
COc1ccc(OC)c(/C=C2/N=C(c3ccc(C)cc3)OC2=O)c1 | 9 | 0

Results, from the start:
SMILES | mHTT CaM bind | Pf apPOL inh
O=C(CN1CCCC1)N1N=C(c2cccc(F)c2)CC1c1ccc2c(c1)OCO2 (configuration not stated) | 98* | -4
CC1=C(C#N)C(=O)NC(=O)/C1=C\c1ccc(-c2cccc([N+](=O)[O-])c2)o1 | 31 | -3
CCN(CC)C(c1ccc(F)cc1)c1c(O)[nH]c(=O)[nH]c1=O (configuration not stated) | -2 | -2
CN(C)CCOc1ccc([N+](=O)[O-])cc1 | -3 | -2
COc1cc([N+](=O)[O-])ccc1NC(=O)c1c(-c2c(Cl)cccc2Cl)noc1C | 1&7 | 0&-2
CC(C)(C)C1=CC(=Nc2ccccc2N)C=C(C(C)(C)C)C1O (configuration not stated) | 97* | 9
O=C(C1CCN(c2cncnc2N2CCCC2)CC1)N1CCCCC1 | 4 | -7
COC(=O)[C@H](CC(C)C)N(CCCc1cn(CC2CCCCC2)nn1)S(=O)(=O)c1ccccc1Br | -2 | -6
Cc1ccc(OCCCCn2ccnc2C)c(C)c1 | 8 | 4
CC(C)c1cccc(NC(=O)C2CCCN(c3nccnc3Oc3ccccc3)C2)c1 (configuration not stated) | -3 | 2
Clc1ccc(-c2ccon2)c(Cl)c1 | . | -22
CC(=O)C1=C(O)C(=O)N(c2ccccn2)C1c1ccc(Br)cc1 (configuration not stated) | 6 | 8
COC(=O)COc1ccc2c(-c3cc4cc(Br)ccc4oc3=O)cc(=O)oc2c1 | 0 | -4
COc1ccc2oc(=O)c(C(=O)OC(C)C)cc2c1 | -1 | -1
CCCC1(C)N=C(c2ccc3c(c2)OCO3)CC(c2ccccc2O)N1 (configuration not stated) | 84* | -8
CC(C)c1ccc(C=C2Oc3c(ccc(O)c3CN3CCOCC3)C2=O)cc1 | 10 | -14
O=C(Nc1ccc(C(=O)N2CCOCC2)cc1)C1COc2ccccc2O1 (configuration not stated) | 2 | -11
COc1ccc(OC)c(/C=C2/N=C(c3ccc(C)cc3)OC2=O)c1 | 9 | 0
O=C1C(=O)N(C(=O)Nc2ccccc2Cl)c2ccccc21 | 4 | 0
COc1ccc(CSc2nc3ccccc3s2)cc1OC | -59 | -1
CCOc1ccc(Nc2cc(=O)n(C)c(=O)n2C)cc1 | -1 | -5
O=C(Cc1c[nH]c2ncccc12)NCc1ccc2c(c1)OCO2 | -1 | 3
Cc1ccc(C2=CC(c3ccc(C)cc3)n3nnnc3N2)cc1 (configuration not stated) | -11 | -9
CN=C1S/C(=C\c2ccc(Cl)cc2Cl)C(=O)N1C | -9 | -4
CC(=O)N1CCc2cc(N3CC(C(=O)Nc4cccc(Cl)c4F)CC3=O)ccc21 (configuration not stated) | 2 | 0
COc1cc([N+](=O)[O-])ccc1NS(=O)(=O)c1ccc(F)cc1 | 12 | -2
CCOc1cccc(C=Nc2nnc(SC)s2)c1O | . | -3
CCCCN(CC)CCNS(=O)(=O)c1cc(Br)cc2c1N(C(C)=O)CC2 | 2 | -1
Cn1ncc([N+](=O)[O-])c1C(=O)Nc1ccccc1Cl | 3 | 2
O=C(NCC1(c2ccccc2)CCOCC1)c1cccc(C(F)(F)F)c1 | -23 | -8
CNC(=O)c1ccc(/C=C2\Sc3ccccc3N(Cc3ccc(F)cc3)C2=O)cc1 | 20 | -5
Cc1ccccc1CSCCC(=O)NC1CCCC(C)C1C (configuration not stated) | -1 | -7
COc1ccc(C(=O)N2CCCCC2C)cc1OC (configuration not stated) | 1 | 1
CC1CCCCC1NC(=O)C(=O)NCC1CCCO1 (configuration not stated) | -5 | .
C=CCN1[C@H](CC(C)C)COc2cc(F)ccc2S1(=O)=O | -21 | -4
O=C(Nc1cccs1)N1CC(c2nc(Cc3ccccc3)no2)C1 | 6 | -3
CC(C)C(=O)N1CCN(Cc2noc(-c3ccc(F)cc3)n2)CC1 | -3 | -4
CCc1nc(-n2cccc2)sc1C(=O)Nc1ccc(F)cc1 | -5 | -4
O=C(Nc1ccc(Cl)cc1)C1CCc2sc(C(=O)N3CCOCC3)cc2C1 (configuration not stated) | 28 | -7
COc1ccccc1CN1CCCN(C)CC1 | -7 | -4
Cc1c(NC(NC(=O)c2ccco2)C(Cl)(Cl)Cl)c(=O)n(-c2ccccc2)n1C (configuration not stated) | 1 | -5
C=CCSc1nc(-c2ccccc2)ccc1C#N | -38 | 1
CC1=C(C(=O)OC(C)C)C(c2cccnc2)C2=C(CC(C)(C)CC2=O)N1 (configuration not stated) | -2 | -2
COc1cc(/C=C/C(=O)Nc2c3c(nn2-c2cccc(Cl)c2)CSC3)cc(OC)c1OC | 35 | -5
CCCOc1nccnc1N1CCC(N(C)C(=O)c2ccoc2)C1 (configuration not stated) | 22 | 10
Cn1ccnc1SCC(=O)Nc1cc(C(F)(F)F)ccc1Cl | 7 | 1
CC(C)(C)N(Cc1cn(CC2CCCCC2)nn1)S(=O)(=O)c1ccc(F)cc1Br | -3 | -3
COc1ccccc1N1CCN(C(=O)c2cc(C(C)(C)C)oc2C)CC1 | . | -7
COc1cc(C2C(C#N)=C(N)Oc3c2[nH]c(=O)[nH]c3=O)cc(OC)c1OC (configuration not stated) | -4 | 97*
CC(C)(C)NS(=O)(=O)c1ccc(Br)cc1 | -7 | -4
CCCCNC(=O)NS(=O)(=O)c1c(OC)cc(C)nc1Cl | 0 | -6
COc1ccc(C2=N/C(=C/c3ccccc3C(F)(F)F)C(=O)O2)cc1 | 4 | 2
CC(=O)N1CCc2ccccc2C1C(=O)NCc1cccnc1 (configuration not stated) | -10 | -5
O=C(Cn1nnc2ccccc21)NCCSCc1ccco1 | . | 9
COc1ccc(NC(=O)C2CCN(c3cncnc3N3CCN(C)CC3)CC2)cc1Cl | 7 | -5
Cc1ccc(S(=O)(=O)N2CCN(S(C)(=O)=O)C2C(C)C)cc1 (configuration not stated) | 3 | -1
COc1ccc(NC(=O)c2cnn3c2NC(c2cccc(OC)c2)CC3C(F)(F)F)cc1 (configuration not stated) | 8 | 0
CCN(CC)C(=O)c1cc2c(s1)CCC(C(=O)Nc1ccc(OC)c(F)c1)C2 (configuration not stated) | 3 | -4
Cc1ccc2c(=O)c(C(=O)N3CCCC3)cn(CC(=O)NCc3ccc4c(c3)OCO4)c2n1 | -1 | -2
Cc1cc(OCc2nc(C(=O)NC(C)C)cs2)ccc1Cl | 66* | -10
Later entries:
SMILES | mHTT CaM bind | Pf apPOL inh
N#C/C(=C\c1ccco1)c1nc(-c2ccc(Cl)c(Cl)c2)cs1 | -1 | -2
CCCCSc1nnc(-c2ccccc2NC(C)=O)c(=O)[nH]1 | -3&1 | -2&-1
Cc1ccc(C)c(-n2[nH]c3c4c(ccc3c2=O)C(=O)c2ccccc2C4=O)c1 | 29 | 2
CCOc1ccccc1NC(=O)N1CCCC(C)(C(=O)NCc2ccccc2C)C1 (configuration not stated) | 5 | -3
CN1C(=O)Cc2ccccc2C1C(=O)N1CCN(c2ccc(Cl)cc2)CC1 (configuration not stated) | 27 | -7
COCCN=C1Nc2ccccc2CNC12CCN(C(=O)c1cccc(C(F)(F)F)c1)C2 (configuration not stated) | 19 | -7
O=C(NCCCc1ccccc1)NC1CCCCC1 | -6 | -5
CC(=O)c1cccc(S(=O)(=O)NCC2(O)CCCC2)c1 | -8 | -6
CC(=O)N1CCc2cc(Br)cc(S(=O)(=O)Nc3ccc(F)cc3Cl)c21 | 15 | -3
Cc1ccccc1C1NC(=S)NC2=C1C(=O)CC(C)(C)C2 (configuration not stated) | -7 | 2
CCOc1ccccc1NC(=O)CN(c1ccc(OC)c(OC)c1)S(C)(=O)=O | 14 | -10
COc1ccc(C2=N/C(=C\c3cccc(F)c3)C(=O)O2)c(Br)c1 | -4 | -3
CCCn1cc(C2=CCN(S(=O)(=O)c3ccc(NC(C)=O)cc3)CC2)c2cccnc21 | 5 | 1
CSc1sc(C#N)c(C)c1-c1ccn(S(=O)(=O)c2ccc(Cl)cc2)n1 | . | -12
CC1=C(C(=O)Nc2ccc(F)cc2)C(c2ccc3c(c2)OCO3)C2=C(CC(C)(C)CC2=O)N1 (configuration not stated) | -2 | 10
COc1cc(C#N)c(OC)cc1Cl | . | -8
COc1ccc(Cl)cc1Nc1ncnc2c1nc1n2CCCC1 | 0 | 0
O=C1c2ccccc2C(=O)c2c(I)cccc21 | 32 | -6
O=C(CCS(=O)(=O)c1ccccc1)Nc1cccc2ccccc12 | 0 | -7
C/C=C/c1ccc(OCCOc2cc(C=O)ccc2OC)c(OC)c1 | 10 | -7
Cc1[nH]nc2c1C1(CCSCC1)C(C#N)=C(N)O2 | -3 | .
O=C(CCN1CCCCC1)c1ccccc1 | 4 | 0
CCN(CC)c1ccc(NC(=O)c2csc(-c3ccc(C)n3C)n2)c(C)c1 | 8 | 4
N#Cc1c(N=Cc2ccc([N+](=O)[O-])o2)sc2c1CCCC2 | 16 | .
COc1ccc(NC(C)=O)c([N+](=O)[O-])c1 | 3 | 3&-134
O=C(Nc1ccccc1F)c1ccc(I)cc1 | 1 | -4
CCN(Cc1cc(OC)c(OC)c(OC)c1)S(=O)(=O)c1ccccc1Br | -5 | -1
Cc1cc(S(=O)(=O)NCc2ccccn2)c(Cl)cc1Cl | -18 | -4
Cc1cc(NC(=O)COc2ccccc2)nn1-c1ccc(Cl)cc1 | -3 | -4
COc1nc(OC)nc(N(C)CCO)n1 | -2 | 5
CCCCCCNC(=O)c1cc(S(=O)(=O)N2CCc3ccccc32)ccc1F | -1 | -4
CCN(CC)C(=O)C1CCCN(Cc2c(Cl)cccc2Cl)C1 (configuration not stated) | -3 | -6
O=C1C2N=NN(c3cccc(Cl)c3)C2C(=O)N1c1ccc(F)cc1 (configuration not stated) | -8 | 1
CC1CCc2c(CO)csc2C1 (configuration not stated) | -2 | .
Cc1nc2c(C(=O)NC(C)C)cnn2c(C)c1Cc1c(F)cccc1Cl | 20 | -52
COc1cc(F)ccc1Oc1cccc2c1S(=O)(=O)N(C1CC1)C[C@@H](COCc1ccccc1)O2 | 7 | -1
Cc1ccc(Br)cc1N1CCC(C(=O)Nc2cccc(F)c2)C1=O (configuration not stated) | 31 | -7
OC1CCCCC1c1cccs1 (configuration not stated) | -9 | .
COC(CNS(=O)(=O)c1ccc(Cl)cc1)c1ccccc1 (configuration not stated) | -11 | -7
O=C(c1ccc(-n2cnnn2)cc1)N1CCCc2ccccc21 | -1 | -2
Cn1c2c(c(=O)n(C)c1=O)C(c1ccccc1)C1=C(N2)c2ccccc2C1=O (configuration not stated) | 8 | 4
O=C(NCc1ccccc1)NC1(C(F)(F)F)Oc2ccc(Cl)cc2O1 (configuration not stated) | -7 | 3
CCCCN(CC)C(=O)Cc1cccs1 | -5 | -9
CCCOc1ccc(C2C(=O)N(C3CCCCC3)CC(=O)N2CCc2ccccc2)cc1OC (configuration not stated) | -4 | -5
Fc1ccc(-n2cc(-c3noc(-c4ccccc4)n3)nn2)cc1 | -9 | 1
Cc1cc(C(=O)Nc2cc(Cl)ccc2Cl)no1 | -15 | 0
Cc1cc(O)c2c(c1)OC(=Cc1ccc(F)cc1)C2=O | 10 | -2
Cc1cc(NS(=O)(=O)c2ccc(NC(=O)c3ccccc3Br)cc2)nc(C)n1 | -2 | -3
CCc1c(C)c(C#N)c2nc3ccccc3n2c1NCCN(C)C | -2 | 1
CC1=C(C(=O)Nc2ccccc2F)C(c2cccnc2)C2=C(CC(C)(C)CC2=O)N1 (configuration not stated) | -2 | -9
CCCN1C(=O)C(CC(=O)N(C)C)Sc2ncccc21 (configuration not stated) | -11 | 1
Cn1nc(C(=O)NCc2ccccc2)c2c1CCN(C(=O)Cc1ccccc1)C2 | 43 | -6
O=C(CSc1nnnn1-c1ccc(F)c(Cl)c1)N1CCCCC1 | -5 | -7
CCCc1cc(NCCC(C)C)n2c(nc3ccccc32)c1C#N | -4 | 5
O=C(CCS(=O)(=O)c1ccccc1)N(Cc1ccccn1)c1nc2ccccc2s1 | -6 | -11
CSCCC(NS(=O)(=O)c1ccc(Oc2ccccc2C)cc1)C(=O)O (configuration not stated) | -4 | 0
Cc1ccc2nc(C)cc(C(=O)NC3CCCC3)c2c1 | 1 | -4
CCN(CC)CCNC(=O)C1(O)c2ccccc2NC(=O)N1c1ccc(OC)cc1OC (configuration not stated) | -2 | -4
CC1=NS(=O)(=O)c2cccnc2N1c1ccc(Cl)c(F)c1 | -4 | -7

Assay outcomes from PubChem BioAssay.
